# VP16 counter: Gal4-VP16 reporter inhibition counter-screen. Drosophila S2 Gal4-VP16 UAS-luciferase, luminescence, 20 h. Potency, µM (top dose mostly 53.6 µM), inactives show at the top dose activity, negative = inhibition, most hits filed as inhibitors. 310,000 tested, 3.5% active;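 also: Gal4-VP16 expression switched on by copper sulfate through the metallothionein promoter; % is scaled to controls: 0 for no effect and ±100 for the full control effect; nearly all actives have a fitted effect of over 50% in size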
# Rab9 promoter act: Rab9 promoter activation | Huh7 Rab9 promoter-luciferase reporter, luminescence, 24 h | Potency, µM (doses to about 9.22 µM), without a hit: at the top dose activation, negative = inhibition, most hits filed as activators | 320,000 tested, 2.8% active | AID 485297; also: % of control where 0% means no effect; nearly all actives have a fitted effect of over 60% in size
#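 Cells were plated at 1500 per well in reduced-serum medium with 10% FBS and left 2 h. Compound in DMSO was then added for 24 h at 37 °C. Reporter signal was read by luminescence after 10 min with luciferase detection reagent.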
# MLL CXXC-DNA inh: inhibitors of human MLL CXXC domain-DNA interaction. Potency, µM (highest dose often 115 µM), for the others: top-dose activity change, negative = inhibition, usual class: inhibitors. Q03164. MLL-CXXC / FITC-HOXA9 DNA fluorescence polarization. 290,000 tested, 0.037% active; active = well fitted inhibition curve with a large enough effect in the polarisation, with a control signal flat, not every such curve was filed as active; inconclusive = small, poorly fitted or top-dose-only effect, or effect the other way, or a change in a side signal; inactive = no such curve, though single readings can be large or run the other way; the % refers to the polarisation
#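 Fluorescence polarization: 7 uM MLL-CXXC (stock) preincubated 5 min with compounds, then 50 nM fluorescein-HOX-A9 DNA (stock) added; 30 min ambient. Buffer 50 mM Tris-HCl pH 7.5, 50 mM NaCl, 1 mM DTT, 0.05% BSA.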
# MBNL1 CUG block: MBNL1-poly(CUG) RNA binding inhibition | Potency, µM (series often up to 57.5 µM), without a hit: at the top dose activity change, negative = inhibition, usual class: inhibitors | TR-FRET MBNL1-His/biotin-(CUG)12 binding, 665/545 ratio | 280,000 tested, 0.036% active | Q9NR56; active = well fitted inhibition curve with a large enough effect in the signal ratio, with a control signal flat, not every such curve was filed as active; inconclusive = small, poorly fitted or top-dose-only effect, or effect the other way, or a change in a side signal; inactive = no such curve, though single readings can be large or run the other way; the % refers to the signal ratio; also: % is scaled to controls: 0 for no effect and ±100 for the full control effect
# Target sequence (Q9NR56 whole entry, looked up): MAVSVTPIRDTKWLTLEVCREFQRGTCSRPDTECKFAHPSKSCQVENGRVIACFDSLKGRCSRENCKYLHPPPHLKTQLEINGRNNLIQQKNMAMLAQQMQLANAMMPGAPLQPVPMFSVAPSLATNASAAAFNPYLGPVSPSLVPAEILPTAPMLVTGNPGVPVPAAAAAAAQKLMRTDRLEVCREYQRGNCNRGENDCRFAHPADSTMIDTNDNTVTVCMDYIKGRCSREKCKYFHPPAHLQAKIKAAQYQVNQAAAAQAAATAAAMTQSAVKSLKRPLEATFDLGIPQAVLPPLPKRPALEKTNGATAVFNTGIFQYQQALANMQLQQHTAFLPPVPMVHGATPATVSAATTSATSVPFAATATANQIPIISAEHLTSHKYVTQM
#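 Compounds (final 92 nM to 58 uM) are added to His-tagged MBNL1 and biotin-(CUG)12, then terbium anti-His antibody and streptavidin-XL665 (5 nM final). After 60 min at room temperature, the 665/545 nm ratio is read.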
# p53 reactivation: restores transcriptional activity of mutant p53. H1299 p53-A138V BP100-luciferase reporter, luminescence, 24 h. Potency, µM (doses to about 92.2 µM), for inactives: at the highest dose activity change, positive = activation, usual class: activators. 320,000 tested, 0.063% active. AID 504706; also: % of control where 0% means no effect; nearly all actives have a fitted effect of over 45% in size
#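 H1299 (p53-null), stable ts p53-A138V + BP100-Luc; 1000 cells/well, Opti-MEM/10% FBS; cpd 4 pt, 1:5; 24 h, 37 deg C, 5% CO2; detection reagent 10 min RT; luminescence.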
# uPA generation: cell surface uPA generation inhibition | Potency, µM (titrated, usually from 38.3 µM), for inactives: top-dose activity change, negative = inhibition, hits mostly inhibitors | 330,000 tested, 0.31% active | AID 540303 | cell surface uPA generation assay, qHTS; active = well fitted inhibition curve with a large enough effect; inconclusive = small, poorly fitted or top-dose-only effect; inactive = no such curve, though single readings can be large or run the other way; tested in mouse RAW 264.7 cells; also: % is scaled to controls: 0 for no effect and ±100 for the full control effect; nearly all actives have a fitted effect of over 55% in size
# BRCA1 expr up: increases BRCA1 expression; MCF7-BRCA1-FFLuc reporter, luminescence, 48 h; response scale: scaled: vehicle 0%, 10 µM genistein 100%; Potency, µM (highest dose often 46.1 µM), without a hit: top-dose activation, usual class: activators; 380,000 tested, 1.1% active; also: nearly all actives have a fitted effect of over 80% in size; some results filed as inactive show a strong effect at the top dose
#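 48 h compound treatment of MCF7-BRCA1-FFLuc cells (phenol-red free MEM, 37 °C), then 15 min with luciferase substrate and luminescence imaging.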
# RORg inh: ROR gamma (mouse) transcription inhibition; Drosophila S2 Gal4-RORgamma UAS-luciferase reporter, 20 h; AID 2551; 310,000 tested, 5.4% active; Potency, µM (titrated, usually from 53.6 µM), without a hit: at the top dose activity change, negative = inhibition, usual class: inhibitors; also: % is scaled to controls: 0 for no effect and ±100 for the full control effect; nearly all actives have a fitted effect of over 60% in size
#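 Stable Schneider cell line, Gal4 DNA-binding domain fused to ROR gamma, UAS-luciferase. Cmpd 1 hr RT → CuSO4 700 uM final → 20 hr RT → luciferase reagent 10 min → luminescence.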
# NPC1 prom act: activators of NPC1 promoter; Potency, µM (titrated, usually from 9.22 µM), inactives show at the top dose activation, hits mostly activators; Huh7 NPC1 promoter luciferase reporter, 24 h; 320,000 tested, 2.4% active;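 also: % of control where 0% means no effect; nearly all actives have a fitted effect of over 60% in size; reporter is driven by a mutant NPC1 promoter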
#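 Huh7 cells stably carrying NPC1 promoter–luciferase, plated in Opti-MEM with 10% FBS for 2 h, were exposed to compound in DMSO for 24 h at 37 °C; luciferase reagent was added for 10 min and luminescence read.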
# ELG1 genotox: induces genotoxicity in HEK293T cells with luciferase-tagged ELG1; Potency, µM (highest dose often 46 µM), for the others: at the highest dose activity change, positive = activation, hits mostly activators; HEK293T ELG1-luciferase reporter, luminescence, 16 h; 330,000 tested, 1.3% active; also: % of control where 0% means no effect; nearly all actives have a fitted effect of over 60% in size
#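 Step 1: seed 2,000 HEK293T ELG1-luciferase cells per well. Step 2: add compound or DMSO, incubate 16 hr at 37 °C. Step 3: ONE-Glo, 30 min at room temperature, read luminescence.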
# FLuc counter: counter-screen for miR-21 project: firefly luciferase inhibitors or activators | Potency, µM (top dose mostly 57.5 µM), for inactives: at the highest dose activity change, negative = inhibition, usual class: inhibitors | 360,000 tested, 6.9% active | purified FLuc, Km substrates, luminescence inhibition;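 also: plate controls were vehicle for no effect and reference inhibitor for full effect; nearly all actives have a fitted effect of over 55% in size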
# Target sequence (P08659 whole entry, looked up): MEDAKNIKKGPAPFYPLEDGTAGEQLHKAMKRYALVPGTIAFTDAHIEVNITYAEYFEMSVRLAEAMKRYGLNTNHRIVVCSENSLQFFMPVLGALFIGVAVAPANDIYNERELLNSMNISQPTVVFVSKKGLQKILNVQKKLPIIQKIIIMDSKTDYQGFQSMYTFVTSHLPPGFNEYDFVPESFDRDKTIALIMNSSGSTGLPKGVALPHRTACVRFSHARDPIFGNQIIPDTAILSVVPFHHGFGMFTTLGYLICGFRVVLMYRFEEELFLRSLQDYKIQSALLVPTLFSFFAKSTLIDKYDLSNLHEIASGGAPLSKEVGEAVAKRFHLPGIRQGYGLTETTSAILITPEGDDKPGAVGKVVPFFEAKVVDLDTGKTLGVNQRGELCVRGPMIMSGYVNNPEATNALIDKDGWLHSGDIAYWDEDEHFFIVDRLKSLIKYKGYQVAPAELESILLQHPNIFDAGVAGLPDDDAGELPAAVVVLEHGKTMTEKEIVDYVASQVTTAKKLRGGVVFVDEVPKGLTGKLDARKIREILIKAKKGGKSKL
#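 Purified P. pyralis luciferase (10nM final) with 10uM D-luciferin and 10uM ATP (Km levels) in 50mM Tris acetate pH 7.5, 10mM Mg acetate, 0.01% Tween-20, 0.05% BSA; qHTS 6-point titration, ~60 µM downward; luminescence read.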
# * marks the source's active call; other numbers are inactive results; u = inconclusive; x = not tested or not shown; [ ] = dose if it differs, or a comment. Unless noted, calls follow the shape of the dose curve; as a rule, active = well fitted curve in the direction sought with a large enough effect; inconclusive = small, poorly fitted or top-dose-only effect, or another doubt; inactive = no such curve, though single readings can be large; an effect the other way counts as inactive or inconclusive. Potency is read from the fitted curve at half-maximal effect.
# Screens in order – FLuc counter	MBNL1 CUG block	NPC1 prom act	VP16 counter	Rab9 promoter act	BRCA1 expr up	RORg inh	p53 reactivation	ELG1 genotox	uPA generation	MLL CXXC-DNA inh
> Cc1oc(C)c2c(=O)ccc3c(c12)OC(N)=C(C#N)C3c1ccccc1Cl (configuration not stated)
  -1%	u	-1%	2%	-8%	-33%	-21%	-5%	-6%	-3%	u
> Cc1cccc(NC(=O)Cn2c(=O)n(Cc3ccccc3)c(=O)c3c(C)c(C)sc32)c1
  1%	1%	-7%	19%	-3%	-32%	-6%	22%	-3%	4%	11%
> CCOc1ccc(OCC)c(S(=O)(=O)NCCCN2CCOCC2)c1
  3%	-3%	0%	u	7%	6%	u	2%	0%	-4%	-4%
> O=S1(=O)NC(C2CC2c2ccccc2)CCO1 (configuration not stated)
  5%	-6%	3%	4%	-1%	-8%	-16%	x	-5%	-2%	10%
> O=C(C(=O)N1CCCc2ccccc21)c1cn(CC(=O)N2CCOCC2)c2ccccc12
  5%	-6%	-9%	5%	-7%	-32%	19%	-2%	8%	2%	-3%
> C=CCNC(=O)c1ccccc1NS(=O)(=O)c1ccccc1
  0%	-2%	-1%	-1%	-2%	-4%	-2%	-9%	-3%	5%	-5%
> Cn1c(=O)n(C)c2cc(/C=N/NC(=S)NCc3ccccc3)ccc21
  -8%	9%	-2%	u	0%	-67%	10µM*	-13%	u	-3%	1%
> Cc1ccccc1OCc1nnc2c3cnn(C)c3ncn12
  21µM*	-7%	3.2µM*	-8%	4µM*	u	18%	14%	u	1%	-12%
> Cc1ccc2c(c1)NC(=O)C(CC(=O)NCc1cccnc1)O2 (configuration not stated)
  2%	18%	1%	9%	-4%	0%	-21%	1%	-2%	-11%	18%
> Cc1sc(N)nc1-c1cccs1
  -3%	4%	5%	11%	11%	-18%	-2%	24%	6%	-3%	0%
> COc1ccc(CCC(=O)Nc2ccc3c(c2)OCO3)cc1OC
  -2%	5%	2%	-6%	-3%	0%	31%	-2%	0%	-2%	4%
> CC1(C)C(c2cccs2)=[N+]([O-])C2(CCCCC/C2=N\O)N1O (configuration not stated)
  2%	1%	-3%	-1%[0.365 µM]	-3%	-3%	0%	-1%	-4%	6%	5%
> COc1ccccc1C(=O)NCC(c1ccco1)N1CCc2ccccc21 (configuration not stated)
  2%	x	-1%	x	0%	-48%	x	-5%	-17%	2%	x
> COc1ccccc1N1CCN(Cc2nnnn2CCc2ccccc2)CC1
  -1%	-4%	-3%	-2%	-14%	-21%	0%	-21%	-5%	5%	-3%
> Cc1cccc(C(=O)N2CCC(=O)N(C(COCc3cccc(Cl)c3)Cc3ccccc3)CC2)c1 (configuration not stated)
  0%	-3%	-2%	-11%	1%	-11%	44%	1%	-2%	-19%	1%

# Following part.
# Screens in order – FLuc counter	MBNL1 CUG block	NPC1 prom act	VP16 counter	Rab9 promoter act	BRCA1 expr up	RORg inh	p53 reactivation	ELG1 genotox	uPA generation	MLL CXXC-DNA inh
> COc1ccc([C@H]2CC(=O)C=C(c3cccc(F)c3OC)C2)cc1
  3%	x	1%	x	-7%	-34%	x	-8%	0%	u	x
> COc1cc(OC)c(OC)cc1CNc1cc(C)ccc1OC
  4%	8%	3%	3%	4%	-81%	-5%	-1%	-24%	-11%	-3%
> Oc1ccccc1N=N/C(=N/Nc1ccccc1O)c1ccccc1
  -9%	x	2%	x	-1%	-21%	x	1%	-1%	13%	x
> CCOC(=O)c1ccc(NC(=O)CCNC(=O)c2ccc([N+](=O)[O-])cc2)cc1
  7%	x	2%	-8%	0%	-12%	20%[10 µM]	13%	0%	1%	13%
> O=C(Nc1ccc(Cl)cc1)Nc1ccc(-c2cnco2)cc1
  -4%	4%	5%	8%	2%	39%	4%	1%	8%	0%	9%
> CCc1nnc(NS(=O)(=O)c2ccc(NC(=O)c3cc(Cl)ccc3Cl)cc2)s1
  u	-1%	0%	-2%[10 µM]	-7%	-29%	u	13%	5%	-1%	6%
> Cc1nc(SCC(=O)Nc2ccc3c(c2)OCCO3)nc(C)c1C
  -3%	-1%	1%	-8%	3%	1%	6%	0%	13%	2%	-5%
> CCOC(=O)c1ccc(N/C=C/C(=O)c2ccco2)cc1
  1.3µM*	32%[activator]	1.6µM*	u	1.3µM*	u	32%	17%	0.73µM*	u	9%
> CCOc1cc2[nH]c(=O)n(Cc3cccc(OC)c3)c(=O)c2cc1OCC
  1%	1%	7%	u	4%	-26%	-40%	-16%	1%	-3%	1%
> O=C1OCCN1C(=O)[C@H]1[C@H](c2ccc(Cl)cc2)C(c2ccc(F)cc2)=NN1c1ccccc1
  x	x	x	-6%	x	-33%	13%	-5%	-11%	12%	x
> CC1CCCCC12NC(=O)N(CC(=O)Nc1ccc(N3CCCCC3)cc1)C2=O (configuration not stated)
  u	x	-2%	x	-1%	-12%	x	0%	1%	u	x
> O=C(COC(=O)C1CCC1)Nc1ccc(OC(F)F)cc1
  u	-4%	-2%	-2%	0%	6%	-2%	-1%	-2%	2%	-1%
> O=C(Nc1ncc2c(n1)-c1ccccc1CC2)c1cccs1
  19µM*	-8%	15%	22%	20%	11%	18%	3%	1%	-10%	3%
> CCOC(=O)N1CCC(=NNc2ncc(C(F)(F)F)cc2Cl)CC1
  -4%	-4%	-3%	u	1%	-65%	7.1µM*	-1%	-7%	16%	10%
> COc1cc(/C=C/C(=O)O)cc(S(=O)(=O)N2CCc3ccccc3C2)c1OC
  -12%	3%	0%	-36%	1%	-4%	41%	0%	2%	1%	13%

# Additional structures
# Screens in order – FLuc counter	MBNL1 CUG block	NPC1 prom act	VP16 counter	Rab9 promoter act	BRCA1 expr up	RORg inh	p53 reactivation	ELG1 genotox	uPA generation	MLL CXXC-DNA inh
> NC(=O)CC(NC(=O)Cc1ccc(Br)cc1)c1ccc(NC2CC3CCC2C3)c([N+](=O)[O-])c1 (configuration not stated)
  0%	12%	-13%	-5%	-14%	0%	u	-4%	-3%	u	0%
> CCc1ccc(NC(=O)c2c(Cl)nc(C)c(Cl)c2C)cc1
  -2%	x	-1%	3%	2%	-65%	31%	6%	-6%	0%	7%
> O=C(Nc1ccc2c(c1)OCCO2)C1CCN(S(=O)(=O)c2cccc3nsnc23)CC1
  -13%	u	2%	-3%	0%	-9%	u	1%	-2%	1%	2%
> Cc1c(C(=O)O)cnc2c([N+](=O)[O-])cnn12
  -12%	u	-2%	0%	-2%	21%	-1%	0%	0%	0%	3%
> Cc1ccc(C(=O)Nc2ccccc2Cl)cc1
  6.7µM*	1%	3.2µM*	-10%	1.6µM*	69%	-2%	x	u	-3%	-6%
> Cc1ccccc1-n1nnnc1SC(C)C(=O)Nc1ccc(N2CCN(C)CC2)cc1 (configuration not stated)
  1%	-7%	10%	-2%	-8%	-41%	5%	x	2%	-14%	u
> O=C(COc1ccc(S(=O)(=O)NC2CCCC2)cc1)NCC1CCCO1 (configuration not stated)
  -3%	0%	1%	-4%	-2%	2%	1%	0%	-1%	8%	-4%
> COc1cc(-n2c(=O)c3ccccc3n(CC(=O)c3ccc(Br)cc3)c2=O)cc(OC)c1OC
  0%	-1%	-4%	-5%[10 µM]	-3%	4%	5%	-4%	u	13%	8%
> COc1cc(C(=O)NCCN2CCN(C(=O)c3cc(OC)c(OC)c(OC)c3)CC2)cc(OC)c1OC
  4%	-1%	-2%	-4%	8%	-26%	-14%	-3%	11%	8%	10%
> Cc1ccc(S(=O)(=O)Oc2ccc(C)cc2/C=N/N=C2\NC(=O)C(C)S2)cc1 (configuration not stated)
  9.5µM*	u	11%	10µM*	u	73%	13µM*	u	u	-4%	-2%
> O=C(O)CSc1nc2ccccc2c(=O)[nH]1
  7%	2%	1%	-7%	-4%	1%	7%	0%	11%	4%	9%
> C/C(N)=C(/C#N)C(=O)CSc1nc2ccccc2c(=O)n1CCCO
  4%	-8%	14%	-13%	-4%	-21%	35%	1%	8%	-2%	8%
> Cc1ccc(/C=N/N2CCN(Cc3ccc(C)cc3)CC2)cc1
  0%	2%	-2%	-9%	1%	-7%	26%	-3%	-4%	-2%	2%
> COc1ccccc1N1CCN(C(=O)C(C)N(c2ccccc2)S(C)(=O)=O)CC1 (configuration not stated)
  0%	-13%	0%	-9%	-1%	-22%	34%	0%	-2%	-1%	-2%
> O=C(CN1C(=O)COc2ccccc21)NCCN1CCCC1
  0%	-4%	-7%	-5%	0%	8%	-41%	-12%	3%	0%	11%

# Screening data deposited in PubChem by National Center for Advancing Translational Sciences (NCATS).

# Not all compounds are listed; rates above refer to the full screens.
